High-throughput results deposited in PubChem BioAssay by Broad Institute.
ERp5 block: blocks human ERp5 reductase activity on insulin. Q15084. ERp5 insulin aggregation, absorbance 650 nm, 90 min. inhibition, % at 9.99 µM. hit rate 0.05% among 350,000;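 active = mean replicate inhibition above about 25%, with every replicate also reaching it, limit read from the data, passing the limit was not always enough; inconclusive = only one of those two criteria met; inactive = neither criterion met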
E-sel inducer: induces E-selectin expression in human endothelial cells | activation, % at 7.58 µM | hit rate 0.37% among 260,000 | HUVEC E-selectin immunofluorescence imaging; normalized: neutral wells 0, TNF-alpha wells 100 | P16581;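 active = mean E-selectin-positive cell signal at least 10% of the positive control, reached in at least 60% of replicates, without over 20% cell loss; inconclusive = no rule given, readout overlaps actives, possibly toxicity-flagged; inactive = the rest, including those meeting only one limit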;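 also: in these data hits start at about 27%; measured in HUVEC primary endothelial cells; signal is the percent of cells scored E-selectin positive by PE staining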
Target sequence (P16581 whole entry, looked up): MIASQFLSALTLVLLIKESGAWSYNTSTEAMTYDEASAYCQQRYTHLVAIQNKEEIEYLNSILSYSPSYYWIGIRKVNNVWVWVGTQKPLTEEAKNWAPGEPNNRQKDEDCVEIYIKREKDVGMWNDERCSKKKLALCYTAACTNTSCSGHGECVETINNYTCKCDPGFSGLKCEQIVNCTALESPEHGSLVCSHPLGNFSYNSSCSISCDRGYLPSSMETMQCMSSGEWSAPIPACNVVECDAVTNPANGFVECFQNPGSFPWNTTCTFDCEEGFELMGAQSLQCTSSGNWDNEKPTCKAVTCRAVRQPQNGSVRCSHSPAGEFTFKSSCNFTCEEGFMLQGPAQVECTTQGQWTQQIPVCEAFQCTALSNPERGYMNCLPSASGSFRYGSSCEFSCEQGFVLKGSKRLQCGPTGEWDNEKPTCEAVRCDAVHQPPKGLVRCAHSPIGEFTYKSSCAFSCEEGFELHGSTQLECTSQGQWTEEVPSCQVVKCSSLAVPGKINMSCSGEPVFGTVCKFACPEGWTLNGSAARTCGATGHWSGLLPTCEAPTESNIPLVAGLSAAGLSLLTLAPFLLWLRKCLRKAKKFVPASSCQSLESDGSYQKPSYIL
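Read-out basis: % PE-positive cells; Test system: HUVEC primary endothelial cells; Technique: immunofluorescence imaging; Dosing: single-point compound dose.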
S100A4 MyoIIA: inhibitors of human S100A4 binding to myosin IIA peptide; P26447; S100A4/TAMRA-MyoIIA peptide fluorescence polarization; inhibition, % at 10.7 µM; hit rate 0.14% among 360,000; AID 652163;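 active = mean inhibition of at least 70% across replicates, with every replicate also reaching that level; inconclusive = mean inhibition reaches 70% but some replicates fall short; inactive = mean inhibition below 70%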
Target sequence (P26447 whole entry, looked up): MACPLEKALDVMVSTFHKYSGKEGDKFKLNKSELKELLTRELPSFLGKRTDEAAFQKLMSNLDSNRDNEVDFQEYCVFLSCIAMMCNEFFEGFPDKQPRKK
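Material: S100A4 monomer protein / Buffer or medium: 50 mM HEPES pH 7.2, 10 mM CaCl2, 100 mM KCl / Times: 5 min incubation before reading / Benchmarks: neutral control DMSO, positive control TFP / Reagent: labelled myosin peptide probe, 5 nM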
PglD inh: PglD (C. jejuni) enzyme inhibition. purified PglD enzyme, DTNB colorimetric CoA detection. inhibition, % at 12.5 µM. hit rate 0.098% among 360,000; in the data active = inhibition above about 16%, passing the limit was not always enough; inconclusive = no clear call, values can overlap the other calls; also: strong numbers were not always called active
Statin myotox sup: suppressors of simvastatin-induced myotoxicity in C2C12 myotubes; ATP luminescence, 48 h; scaled: DMSO 0, geranylgeraniol control 100; rescue of ATP level, % at 7.49 µM; hit rate 0.78% among 330,000;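 active = mean ATP rescue above about 67%, or every replicate alone reaching that limit, limit read from the data, passing the limit was not always enough; inconclusive = no clear call, values can overlap the other calls; inactive = mean under the limit and some replicate under it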;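 also: myotubes were challenged with 10 µM simvastatin during compound exposure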
DENV2 CPE: DENV2-induced cell death inhibition; DENV2-infected cells, cytopathic effect rescue, plate reader; CPE inhibition, % at 9.99 µM; hit rate 1.7% among 350,000; in the data active = CPE inhibition above about 20%, passing the limit was not always enough; inconclusive = no clear call, values can overlap the other calls; tested in BHK-21 cells;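 also: 0% = median of neutral control wells and 100% = median of positive control wells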
SIRT5 block: sirtuin-5 (human) deacylase inhibition. inhibition, % at 15 µM. hit rate 1.1% among 330,000. AID 652115. Q9NXA8. Purified SirT5, succinyl-peptide AMC, trypsin-coupled fluorescence; in the data active = inhibition above about 15%; inconclusive = no clear call, values can overlap the other calls
Target sequence (Q9NXA8 whole entry, looked up): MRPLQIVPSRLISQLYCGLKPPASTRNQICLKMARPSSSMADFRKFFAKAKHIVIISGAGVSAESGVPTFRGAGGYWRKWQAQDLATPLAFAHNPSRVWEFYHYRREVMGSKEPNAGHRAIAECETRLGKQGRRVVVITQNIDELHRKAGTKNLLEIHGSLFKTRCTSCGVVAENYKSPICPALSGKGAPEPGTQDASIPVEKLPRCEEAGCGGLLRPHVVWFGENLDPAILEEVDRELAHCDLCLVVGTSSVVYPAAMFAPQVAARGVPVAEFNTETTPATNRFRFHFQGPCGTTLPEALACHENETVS
* hit, by the source's call; ? = inconclusive; . = no result given; & = joins results of further samples.

The first 2 compounds, to show the layout:
#	canonical_smiles	ERp5 block	E-sel inducer	S100A4 MyoIIA	PglD inh	Statin myotox sup	DENV2 CPE	SIRT5 block
1	CSc1ccc(CN(C)CC(=O)Nc2ccccc2C(=O)NC2CC2)cc1	2.1	-1.7	-12.7	3.3	7.1	?	-1.7
2	CCC(=O)N1C[C@@H]2[C@H](c3ccccc31)[C@@H](CO)N2C(=O)CC1CC1	3.5	0.2	-3.7	-3.2	-28.5	?	-0.7

The list itself (from the top)
#	canonical_smiles	ERp5 block	E-sel inducer	S100A4 MyoIIA	PglD inh	Statin myotox sup	DENV2 CPE	SIRT5 block
1	CSc1ccc(CN(C)CC(=O)Nc2ccccc2C(=O)NC2CC2)cc1	2.1	-1.7	-12.7	3.3	7.1	?	-1.7
2	CCC(=O)N1C[C@@H]2[C@H](c3ccccc31)[C@@H](CO)N2C(=O)CC1CC1	3.5	0.2	-3.7	-3.2	-28.5	?	-0.7
3	C[C@H](CO)N1C[C@H](C)[C@H](CN(C)Cc2ccccc2)Oc2ccc(NC(=O)Cc3ccccc3)cc2CC1=O	-3.8	-0.3	3.4	2.9	15.1	-3.8	-2.7
4	CC=Cc1ccc2n(c1=O)C[C@@H]1[C@@H](CO)[C@H](C(=O)Nc3ccc(-c4ccccc4)cc3)N(C(C)=O)[C@H]21 (mixture of isomers)	-0.2	0.0	-10.9	0.3	19.2	6.1	0.7
5	Clc1ccc2nnnc(-c3ccccc3)c2c1	0.5	.	-0.7	.	.	3.3	0.2
6	Cc1ccc(CN(C)C(=O)c2cccc(S(=O)(=O)N3CCN(Cc4ccccc4)CC3)c2)o1	-1.3	0.0	-1.4	-4.6	3.4	9.4	-1.3
7	Cc1cc(C)n(-c2ccccc2C#N)n1	0.1	0.0	-0.8	4.7	-4.5	-2.7	1.6
8	CCCNC(=O)[C@H]1N[C@H]2c3ccc(C4=CCCCC4)c(=O)n3C[C@H]2[C@@H]1CO	-7.8	-0.2	1.1	0.9	-21.7	-5.2	17.2*
9	CN(Cc1ccccc1)S(=O)(=O)c1ccc(NC(=O)C2CCCO2)cc1 (configuration not stated)	1.6	.	-3.1	-2.7	-48.4	-4.2	0.5
10	CC(=O)Nc1ccc(CN(C)c2c(C)nc3ccc(C(=O)N4CCN(C(C)=O)CC4)cn23)cc1	-5.2	5.3	-2.5	0.1	39.6	-0.3	5.1
11	COC(=O)c1ccc(OCC(O)CNC2CCCC2)cc1 (configuration not stated)	2.2	.	0.2	-3.6	-4.4	-4.1	-3.5
12	COc1ccc([N+](=O)[O-])cc1N1C(=O)c2cccc3cccc(c23)C1=O	-3.5	.	-7.9	-2.7	.	2.6	-2.9
13	CC(NC(=O)/C=C/c1ccco1)c1nc2ccccc2n1Cc1c(Cl)cccc1Cl (configuration not stated)	7.2	-1.4	1.8	.	.	0.0	1.9
14	COCCn1c(SCC(=O)Nc2ccccc2OC)nc2c([nH]c3ccccc32)c1=O	-1.3	0.5	0.4	3.9	29.9	-3.7	2.0
15	O=C(N[C@@H]1CC[C@@H](CCn2cc(C3(O)CCCC3)nn2)O[C@H]1CO)c1ccccc1F	3.1	-0.1	7.4	4.0	7.5	4.6	0.3
16	COc1ccc(OCc2cc(C(=O)N3CCC(c4ccccc4)CC3)no2)c(Cl)c1	-1.5	.	1.9	-6.5	-6.0	1.3	-5.9
17	O=c1ccc(-c2nc3ccccc3n2Cc2ccc(Cl)cc2)c[nH]1	-0.6	0.8	-2.6	-15.4	23.7	?	-2.8
18	CCN(CC)C(=O)C1CCN(S(=O)(=O)c2ccc3oc4ccccc4c3c2)CC1	-4.4	.	6.0	2.4	53.5	5.5	-2.4
19	CN(CCC1CCOCC1)C(=O)c1cc(COc2c(F)cccc2F)on1	-0.5	.	-0.3	2.2	1.6	1.3	-4.6
20	COCCCN(C(=O)c1ccccc1F)c1nc(-c2ccc(OC)cc2)cs1	2.3	.	-6.5	-7.1	7.4	-4.4	1.7
21	CN(C)C(=O)c1ccc(-c2nnc(OCc3nc4ccccc4n3C)c3ccccc23)cc1	?	1.7	-5.4	.	.	15.1	-3.2
22	CC[C@]12c3[nH]c4ccccc4c3CCN1C(=O)C(CC(=O)NCCCOC)C[C@@H]2C(=O)N1CCN(C(=O)C2CC2)CC1 (some centres not stated)	4.2	.	-2.1	-0.1	14.2	-9.5	4.5
23	CCCn1nc(NC(=O)C(C)(C)C)c2cc3cc(OC)ccc3nc21	3.2	.	0.3	-1.9	-2.9	-4.0	-1.9
24	C[C@H](CO)N1C[C@H](C)[C@@H](CN(C)C(=O)C2CCOCC2)Oc2cc(C3=CCCC3)ccc2S1(=O)=O	2.6	0.5	-6.7	-1.2	-2.1	-0.4	-0.4
25	COc1ccc(C(=O)OCC(=O)NC2CCCCCCC2)cc1OC	-1.4	.	-3.6	-1.9	0.4	2.3	-1.9
26	COc1ccccc1N1CCN(C(=O)c2c(-c3c(F)cccc3Cl)noc2C)CC1	-12.6	-0.8	0.9	-4.8	-6.1	-2.6	-1.5
27	C[C@H]1CN([C@@H](C)CO)S(=O)(=O)c2ccc(-c3cccnc3)cc2O[C@H]1CN(C)C(=O)CC1CC1	0.7	0.2	52.2	-3.6	-12.1	?	0.7
28	COC(=O)C1=C(O)/C(=C\c2ccc(OCC(=O)Nc3ccccc3OC)cc2)N=C1C	6.7	.	17.1	-0.7	12.7	5.4	-0.2
29	CCc1ccccc1N(CC(=O)Nc1cccnc1)S(=O)(=O)c1ccccc1	-3.9	0.4	2.5	5.7	.	-3.3	3.1
30	CCOC(=O)N(C)C[C@H]1OCc2cn(nn2)CCCC(=O)N([C@H](C)CO)C[C@H]1C	0.8	0.0	-6.9	2.5	-0.6	?	16.5*
31	CC(=O)N1CCOc2ccc(S(=O)(=O)NC[C@H]3O[C@@H](n4ccc(=O)[nH]c4=O)[C@H](O)[C@@H]3O)cc21	6.2	2.6	-0.1	3.3	4.7	3.0	-2.3
32	COc1ccc(NS(=O)(=O)c2cccc(NC(=O)C3=NN(c4ccccc4)C(=O)CC3)c2)cc1	1.0	.	-1.2	-2.2	1.7	9.1	-2.3
33	CS(=O)(=O)N(CCC#N)Cc1ccc(C=O)o1	7.4	-0.5	-4.3	-0.4	5.7	4.5	-4.0
34	Cc1noc(C)c1NC(=O)N[C@@H]1CC[C@H](CC(=O)Nc2ccccc2)O[C@@H]1CO	-1.0	0.3	4.9	3.3	-3.6	-3.2	-1.5
35	C/C(=N\OCC(=O)OCC(=O)N(C)c1ccccc1)c1ccc2c(c1)OCO2	-2.9	-0.1	-2.2	-4.9	0.3	2.1	-1.0
36	COc1ccc(C2CC(O)(c3ccccc3)Oc3cc(OC)cc(OC)c32)cc1 (configuration not stated)	.	-0.2	.	-5.6	15.6	.	.
37	CCCN1CCN(CCCNC(=O)c2ccc(CS(=O)c3ccc(OC)cc3)o2)CC1 (configuration not stated)	7.9	.	0.0	-4.2	-16.9	6.2	-3.1
38	Nc1sccc1C(=O)NCCN1CCOCC1	2.3	-0.2	45.3	.	.	.	0.4
39	C[C@H]1CN([C@@H](C)CO)C(=O)c2cc(NC(=O)c3ccncc3)ccc2O[C@@H]1CN(C)C(=O)Nc1cccc2ccccc12	-4.9	9.3	8.3	-0.6	14.1	-7.2	-1.4
40	CCS(=O)(=O)Nc1ccc2c(c1)C(=O)N(C)C[C@@H](OC)[C@H](C)CN(C(=O)CN(C)C)[C@H](C)CO2	-1.4	0.0	8.5	-1.6	1.4	1.9	-8.9
41	C[C@@H]1CN([C@H](C)CO)C(=O)c2cc(-c3ccccc3F)cnc2O[C@H]1CN(C)C(=O)C1CCC1	4.8	0.7	-2.9	1.2	12.5	0.5	0.4
42	O=C(CCn1c(=O)oc2ccccc21)Nc1ccc(C(=O)O)cc1	3.5	.	22.9	5.6	-1.9	0.6	1.3
43	O=C(O)C1CCCN1S(=O)(=O)c1ccc(F)cc1 (configuration not stated)	7.0	0.2	-0.1	6.0	-10.8	-7.3	-1.5
44	O=C(CCN1C(=O)[C@@H]2Cc3ccccc3CN2C1=O)N[C@H](Cc1ccccc1)C(=O)O	-0.6	.	-0.1	-3.0	5.2	-6.5	-2.8
45	CCOC(=O)c1nn(C)c(C)c1Cl	1.6	2.5	-0.1	-2.6	.	-5.7	-0.8
46	CCCN1[C@@H]2Cn3c(ccc(-c4ccccc4F)c3=O)[C@H]1[C@@H](C(=O)NCc1ccccn1)[C@@H]2CO	0.4	0.0	2.0	.	.	-1.3	0.9
47	O=C(CCSc1nc2ccccc2s1)N/N=C/c1c(O)ccc2ccccc12	0.6	.	-4.3	0.7	.	10.0	7.0
48	Cc1cc(C)c(OCC(=O)N(Cc2ccc(N(C)C)cc2)C2CCS(=O)(=O)C2)c(C)c1 (configuration not stated)	0.8	.	1.8	5.9	-7.7	0.1	-3.0
49	Cc1noc(C)c1NC(=O)Nc1cccc2c1O[C@H](CN(C)C(=O)NC1CCCCC1)[C@@H](C)CN([C@@H](C)CO)C2=O	-1.1	0.1	13.2	-28.8	7.1	0.9	0.8
50	CC=Cc1ccc2n(c1=O)C[C@H]1[C@H](CO)[C@@H](C(=O)N(C)C)N(CCC)[C@@H]21 (mixture of isomers)	1.1	-0.9	12.9	.	.	-0.6	3.0
51	CC(=O)c1cccc(NC(=O)N2C3CCC2CC(NC(=O)C2CC2)C3)c1 (configuration not stated)	4.9	.	1.9	.	.	.	-3.7
52	CCOC(=O)C1=CC[C@@H](c2cccc(C)c2)N(S(=O)(=O)c2ccc(C)cc2)[C@H]1C(=O)OCC	-1.9	.	0.0	-1.8	-8.9	?	.
53	O=C(CSc1nccn1-c1ccc(Cl)cc1)NCc1ccc2c(c1)OCO2	-1.4	-0.7	-1.5	.	22.3	-0.9	0.9
54	COC(=O)c1ccc(C2/C(=C(\O)c3cccc(OC)c3)C(=O)C(=O)N2CCCN2CCOCC2)cc1 (configuration not stated)	8.5	-0.8	2.9	.	.	.	-5.7
55	C[C@@H]1CN([C@@H](C)CO)C(=O)c2cccc(NC(=O)c3nc4ccccc4s3)c2O[C@@H]1CN(C)Cc1ccccc1	-4.7	0.0	-37.5	1.9	63.8	3.7	5.7
56	Cc1ccc(-c2ccc(C3[C@@H]4CN(S(=O)(=O)c5ccccc5)C[C@H]3N4)cc2)cc1 (some centres not stated)	-1.7&0.5	0.3&-0.1	-0.4&0.7	.	.	-0.1&-3.0	-2.6&2.5
57	CN(C)CCc1cc2c(c3c1ccc1ccccc13)OCO2	-4.3	2.0	5.4	5.1	-12.0	-22.7	-9.7
58	CCOc1ccc(NS(=O)(=O)c2cc3c(cc2C)N(C)CCO3)cc1	-6.0	.	2.4	5.7	8.4	-0.6	-0.7
59	C[C@@H]1CCCCO[C@@H](CN(C)Cc2ccc(Cl)c(Cl)c2)[C@H](C)CN([C@@H](C)CO)C(=O)c2cc(NS(=O)(=O)c3ccc(Cl)cc3)ccc2O1	-7.5	.	-0.4	8.1	.	-26.4	2.8

These rows are one share of the data; count on the stated rates, not on these rows.
